NRP1-CendR mod = alters CendR peptide binding to human NRP-1 | O14786 | FAM-RPARPAR peptide binding to NRP-1, fluorescence polarization | inhibition, % at 25 µM | hit rate 0.85% among 360,000 | AID 602438;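 active means inhibition or corrected inhibition above about 18%, plus a signal ratio from 0.5 to 1.5, limit read from the data, passing the limit was not always enough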; further: strong numbers were not always called active
NadD block = inhibitors of Staphylococcus aureus NadD; hit rate 0.78% among 360,000; inhibition, % at 20 µM; purified NadD enzyme, colorimetric absorbance read-out; AID 602399; in the data active means inhibition above about 26%; further: some compounds past the cut are filed as inactive
Scp1 inh = blocks human Scp-1 phosphatase activity. Q9GZU7. Recombinant Scp1, phosphopeptide, malachite green phosphate absorbance. inhibition, % at 20 µM. hit rate 0.88% among 340,000;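 active means inhibition above about 50% at 20 µM, limit read from the data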;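 further: plate controls were DMSO wells with enzyme for no effect and wells lacking enzyme for full effect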
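Material: truncated SCP-1 phosphatase (76-261aa) / Buffer or medium: 50 mM Tris acetate pH 5.5, 0.005% Tween-20, 10 mM MgCl2 / Compound dosing: one concentration, 20 µM, with 1.0% DMSO / Incubation: 45 min room-temperature reaction, 5 min colour, 30 min stabiliser / Detection: colorimetric free-phosphate detection, absorbance 630 nm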
STEP block = inhibitors of human striatal-enriched phosphatase STEP; P54829; recombinant STEP, OMFP fluorogenic substrate, fluorescence; inhibition, % at 20 µM; hit rate 0.25% among 360,000;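 active means inhibition at 20 µM, scaled per plate between control wells, above about 37%, limit read from the data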;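 further: 0% = DMSO with enzyme and substrate and 100% = substrate only without enzyme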
Target sequence (P54829 whole entry, looked up): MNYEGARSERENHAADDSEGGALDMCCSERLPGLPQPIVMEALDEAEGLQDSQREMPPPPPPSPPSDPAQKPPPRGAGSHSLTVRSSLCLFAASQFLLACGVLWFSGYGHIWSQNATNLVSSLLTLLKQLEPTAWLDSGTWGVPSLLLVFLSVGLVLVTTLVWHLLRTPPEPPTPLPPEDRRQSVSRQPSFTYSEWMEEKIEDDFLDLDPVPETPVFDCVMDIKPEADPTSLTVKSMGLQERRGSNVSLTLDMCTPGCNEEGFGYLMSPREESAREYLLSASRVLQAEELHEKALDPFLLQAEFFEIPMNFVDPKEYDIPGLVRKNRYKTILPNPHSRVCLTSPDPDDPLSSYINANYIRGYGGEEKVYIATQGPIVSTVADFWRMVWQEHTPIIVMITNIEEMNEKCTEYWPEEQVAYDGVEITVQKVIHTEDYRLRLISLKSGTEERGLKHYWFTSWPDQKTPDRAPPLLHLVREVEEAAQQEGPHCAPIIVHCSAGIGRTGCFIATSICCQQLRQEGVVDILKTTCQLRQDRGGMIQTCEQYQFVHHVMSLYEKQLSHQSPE
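Material: STEP (striatal-enriched tyrosine phosphatase) enzyme, cell-free | Medium: 50 mM Bis-Tris pH 6.0 with 2.5 mM DTT and 0.005% Tween 20 | Read-out: Percent inhibition scaled to no-enzyme and uninhibited-enzyme controls, plate-pattern corrected | Signal: Fluorescence read at 480 nm ex / 540 nm em | Times: 20 min reaction, room temperature, in the dark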
Neddyl block = cullin neddylation inhibition; P61081+Q13564; TR-FRET cullin neddylation, biochemical; calls only at 25 µM; hit rate 0.58% among 360,000; in the data active means inhibition above about 36%
Tb MetRS inh = blocks T. brucei methionyl-tRNA synthetase activity; purified T. brucei MetRS, ATP depletion, Kinase-Glo luminescence; inhibition, % at 11.9 µM; hit rate 0.4% among 360,000;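 active means inhibition above a per-plate cutoff of the control wells' mean inhibition plus 3 SD, cut at about 5.5% in these data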;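 further: 0% = DMSO wells median and 100% = median of wells with control inhibitor compound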
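Test system – parasite MetRS enzyme · Reagent – substrates ATP, L-methionine and bulk Escherichia coli tRNA · Doses – 11.9 µM compound single dose, 0.9% DMSO · Times – 15 min enzyme-compound preincubation, 2 h reaction, 10 min detection, 25 °C · Signal – Kinase-Glo luminescence, ATP depletion format · Controls – DMSO-only wells as low control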
LMPTP block = blocks human LMPTP phosphatase. P24666. recombinant LMPTP-A, OMFP fluorogenic substrate, fluorescence intensity. inhibition, % at 20 µM. hit rate 0.22% among 360,000. AID 651560;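 active means compounds that cut the enzyme signal by at least half of the control window in the single-dose screen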;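 further: plate controls were DMSO wells with enzyme plus substrate for no effect and substrate without enzyme for full effect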
Target sequence (P24666 whole entry, looked up): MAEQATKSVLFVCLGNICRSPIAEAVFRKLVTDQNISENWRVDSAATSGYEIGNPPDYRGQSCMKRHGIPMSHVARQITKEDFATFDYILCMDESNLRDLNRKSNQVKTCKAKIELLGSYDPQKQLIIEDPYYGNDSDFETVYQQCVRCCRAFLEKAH
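Assay system: LMPTP-A phosphatase enzyme | Input: 0.625 nM enzyme | Also added: Fluorogenic phosphatase substrate OMFP at 400 µM final | Compound dosing: One test concentration per compound, 20 µM, with 3% DMSO overall | Schedule: 50 min enzyme reaction at room temperature, protected from light | Signal: Fluorescence intensity | Benchmarks: no-enzyme and uninhibited controls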
SUMO1 PPI mod = alters human SUMO1 binding to SIM partners | P63165 | SUMO1 binding to a labelled peptide, TR-FRET, 1 h | inhibition, % at 20 µM | hit rate 0.33% among 360,000 | AID 602429; in the data active means inhibition above about 37%
Target sequence (P63165 whole entry, looked up): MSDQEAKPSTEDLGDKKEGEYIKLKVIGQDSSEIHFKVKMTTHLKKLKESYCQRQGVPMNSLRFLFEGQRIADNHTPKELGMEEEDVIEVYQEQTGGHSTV
DNMT1 block = DNMT1 (human) enzyme inhibition | P26358 | DNMT1 molecular beacon, Hinp1I cleavage, fluorescence | inhibition (reported as % activation of signal), % at 10 µM | hit rate 0.83% among 360,000 | AID 588458; in the data active means inhibition above about 50%
SKN-1 block = C. elegans SKN-1 inhibition; C. elegans VP596 Pgst-4::GFP/RFP ratio, acrylamide-induced, 24 h; inhibition, % at 21.8 µM; hit rate 0.49% among 360,000; AID 624304;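 active means interference check ratio from 0.5 to 1.5 plus GFP to RFP signal ratio inhibition reaching or exceeding a fixed threshold, cut at about 30% in these data, passing the limit was not always enough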; further: some compounds called inactive have numbers as strong as hits
Active calls of the source: *; i = inactive; . = not tested or not shown.

structure	NRP1-CendR mod	NadD block	Scp1 inh	STEP block	Neddyl block	Tb MetRS inh	LMPTP block	SUMO1 PPI mod	DNMT1 block	SKN-1 block
COC(=O)c1cc(C(=O)N2CCc3ccccc32)cc([N+](=O)[O-])c1	-6	-5	-5	-1	i	0.1	-0.8	-24	-1	9
O=C(CCC1CCCCC1)Nc1cc(C(F)(F)F)ccc1N1CCOCC1	5	5	-11	3	i	0.0	-3.3	-5	1	20
CCOC(=O)N1CCC(NC(=O)CCS(=O)(=O)c2ccc3c(c2)CCN3C(=O)CC)CC1	-5	5	-2	0	i	-0.9	-0.7	0	2	9
Cn1c(-c2ccccc2)cccc1=O	4	-1	-3	-2	i	-0.5	-1.5	3	-1	12
COc1ccc(CC(=O)Nc2ccc(S(=O)(=O)N3CCCC3)cc2)c(OC)c1	-5	-2	-5	2	i	-0.2	0.4	4	-5	8
CCCCn1c(CCNC(=O)c2ccco2)nc2ccccc21	-11	-4	1	-2	i	-0.2	3.9	1	1	-9
CC1(c2ccccc2Br)NC(=O)N(CC(=O)Nc2ccc(S(N)(=O)=O)cc2)C1=O (centres undefined)	13	1	-12	-2	i	-0.6	-1.0	7	1	14
O=C(CN1CCN(S(=O)(=O)c2ccc(Br)cc2)CC1)Nc1ccccc1F	7	-6	-5	-5	i	-1.2	-1.4	-2	-4	-4
CCn1cc(C(=O)OCc2ccccc2)c(=O)c2ccc(C)nc21	-3	7	-14	2	i	-1.3	-0.7	11	-1	-4
Oc1nc(-c2ccc(Cl)cc2)n2ccncc12	8	-3	-6	1	i	-0.3	-0.5	-24	2	-9
O=[N+]([O-])c1cc2c(cc1C=Nc1ccccc1)OCO2	3	11	-2	4	i	0.4	5.7	4	-27	-1
O=C(N1CCCCC1)C1(c2ccccc2)CCCCC1	10	-6	-9	-1	i	-0.2	0.1	-2	-1	5
COC(=O)[C@]1(C)CCC[C@@]2(C)C3CC[C@@]4(C)C[C@]3(CCC21)CC(=O)N4Cc1ccc(OC)cc1 (some centres undefined)	-2	12	0	0	i	0.9	7.8	11	-7	10
Cc1ccc(NC(=O)NCCCN2CCCC2=O)cc1	-4	-5	0	0	i	-0.5	-1.5	-3	0	10
CC(=O)Nc1ccc(S(=O)(=O)N2CCSCC2)cc1	20	2	1	-2	i	-0.3	-1.2	2	1	4
Nc1c(-c2cccc(Cl)c2)cnn1-c1cccc(C(F)(F)F)c1	-4	1	-9	-4	i	0.2	4.2	0	-2	11
COc1ccc(CNC(=O)c2ccc(S(=O)(=O)NCc3ccco3)cc2)cc1	-13	-2	-6	-3	i	-0.4	-1.7	1	2	5
O=C1NC[C@H](CCCCN2C[C@H](Cc3ccccc3)N(CCc3ccccc3)C(=O)C2=O)N(CCC2CCCCC2)C1=O	-3	15	.	.	i	-0.2	-0.3	6	.	14
Cc1ccccc1N=C(NOCc1ccccc1)c1nonc1N	-2	-11	-10	-4	i	-0.2	1.4	0	0	12
Cc1ccc(/C=C/C(=O)NCCCn2ccnc2)cc1	4	-2	-10	-1	i	0.2	-1.3	-7	1	-2
O=c1c2ccccc2c(C=Nc2ccccc2O)c(O)n1-c1nccs1	-98	5	-7	-2	i	0.2	4.9	25	0	-6
Cc1cc(C)cc(C(=O)Nc2ccc(N3CCN(C(=O)c4ccco4)CC3)cc2)c1	-6	1	9	0	i	-0.7	-0.2	-5	0	11
COc1cccc(C2=NN(C(=O)c3cccs3)C(O)(C(F)(F)F)C2)c1 (centres undefined)	0	-4	-8	-1	i	1.1	1.6	0	-1	12
CCOC(=O)[C@@H](NC(=O)CC[C@H]1O[C@@H](n2cc(C)c(=O)[nH]c2=O)C[C@@H]1O)C(C)C	-8	-1	.	0	i	-0.3	-1.2	1	4	7

Entries of single compounds, looked up by structure. Order of values: NRP1-CendR mod | NadD block | Scp1 inh | STEP block | Neddyl block | Tb MetRS inh | LMPTP block | SUMO1 PPI mod | DNMT1 block | SKN-1 block
Cc1ccc(NC(=O)NCCCN2CCCC2=O)cc1 is listed as -4 | -5 | 0 | 0 | i | -0.5 | -1.5 | -3 | 0 | 10
CCn1cc(C(=O)OCc2ccccc2)c(=O)c2ccc(C)nc21 is listed as -3 | 7 | -14 | 2 | i | -1.3 | -0.7 | 11 | -1 | -4

Continued.
structure	NRP1-CendR mod	NadD block	Scp1 inh	STEP block	Neddyl block	Tb MetRS inh	LMPTP block	SUMO1 PPI mod	DNMT1 block	SKN-1 block
COc1cc(C(O)c2nc(-c3cccc(C(F)(F)F)c3)cs2)ccc1F (centres undefined)	2	-5	.	-2	i	-0.3	3.6	9	0	12
CN(Cc1ncc[nH]1)Cc1cn(-c2ccccc2)nc1-c1ccc2c(c1)OCO2	10	-7	-11	2	i	0.3	1.1	4	-6	-4
CCCOc1ccc(C(=O)NCc2cccnc2)cc1	-4	2	1	-1	i	-0.3	-1.4	-2	0	18
COC(=O)c1nn(-c2ccc3c(c2)OCO3)cc1O	6	1	-4	0	.	-0.6	-1.0	-1	3	0
O=C(Nc1ccc2c(c1)OCO2)C1Cc2c(-c3ccc4c(c3)OCO4)ccnc2O1 (centres undefined)	1	4	.	2	.	0.4	1.3	7	-3	15
CC1Cc2nc(SCC(=O)OCc3ccccc3)n(C)c(=O)c2S1 (centres undefined)	3	-5	-8	1	i	-0.3	-0.8	-2	9	7
COc1ccc(S(=O)(=O)N(C)C)cc1NC(=O)CSc1nnc(-c2cccnc2)o1	-5	-1	-9	-3	i	0.3	-2.2	2	0	1
O=C(COC(=O)c1ccc2ncsc2c1)NC(=O)c1ccccc1	-8	-9	5	-4	i	-0.4	1.2	-4	1	1
CCCCn1c(CCn2nc(C)c(Br)c2C)n[nH]c1=S	0	-3	0	2	i	-0.2	-2.0	-1	3	9
Cc1ccc(N(CC(=O)NCc2ccc(F)cc2)C(=O)CCC(=O)Nc2ccccn2)cc1C	1	-11	-10	6	i	0.2	-0.3	-4	-2	13
Cc1cc(C(=O)N2CCN(CCc3ccccc3)CC2)no1	3	-9	-2	-3	i	0.3	-0.5	-5	-1	-3
O=[N+]([O-])c1ccc(-c2nc(NCc3cccnc3)c3ccccc3n2)cc1	13	3	-13	0	i	0.0	5.1	-10	4	15
CCOC(=O)N1CCN(C(=O)c2ccc3c(=O)n(-c4ccc(OC)cc4)c(=S)[nH]c3c2)CC1	1	-8	-2	0	i	-1.7	1.2	-1	-4	-5
CSCCC(NC(=O)/C(=C/c1ccco1)NC(=O)c1ccc(Br)o1)C(=O)O (centres undefined)	9	0	12	2	i	-0.7	1.0	-1	3	11
Cn1c2ccc(F)cc2c2ncn(Cc3ccco3)c(=O)c21	-5	-2	-5	0	i	0.4	1.3	-1	-2	9
C/C(Cl)=C/Cn1c(SCCN2CCOCC2)nc2c1c(=O)[nH]c(=O)n2C	20	2	-4	3	i	-1.3	-2.4	0	-2	-1
Cc1ccc2cccc(Oc3ncnc4scc(-c5ccccc5)c34)c2n1	-12	2	-3	2	i	0.3	3.1	1	-12	5
c1ccc(-c2n[nH]c(-c3ccccc3)c2-c2nc3ccccc3[nH]2)cc1	15	5	-1	4	i	-0.2	0.4	4	-4	1
O=C(c1cccs1)N1N=C(c2ccc(O)cc2)CC1c1ccccc1 (centres undefined)	5	0	-10	0	.	-0.6	1.4	0	-2	3
O=NN(C(=O)NCc1cccnc1)C1CCCCC1	1	-5	.	-1	i	-1.0	-0.6	3	0	9
Cc1csc(NC(=O)c2cc(-c3ccco3)nc3ccccc23)n1	-8	75*	70*	1	i	0.0	28	13	96*	4
Cc1ccc(O)c(C(=O)c2cc(C#N)c(=O)n(-c3nccs3)c2)c1	144	4	-7	-5	i	-0.6	0.1	-9	1	4
Cc1ccc(C(=O)COC(=O)CCC(=O)Nc2cccc(Cl)c2)cc1[N+](=O)[O-]	18	-8	-10	4	i	-0.8	0.0	-11	0	8
O=C(O)c1ccc2[nH]c3c(c2c1)CCCC3	8	-2	11	-1	i	-0.1	-2.6	4	1	-16
Cc1cccnc1C(NC(=O)C1CCN(Cc2ccc(Cl)cc2)CC1)c1ccccc1 (centres undefined)	-5	-3	.	0	i	0.5	-2.0	-2	-1	6
COc1ccccc1C(=O)COC(=O)c1ccccc1OCC(=O)Nc1ccc(SC(F)F)cc1	-2	-8	-14	2	i	0.3	2.1	4	-2	5
COc1ccccc1CNC(=O)CCCn1nc(C)n2ccnc2c1=O	4	-3	-11	0	i	0.6	-0.8	2	6	-11
CCCCC[C@@H]1CCCCC[C@@H](O)C[C@H](O)[C@H](O)/C=C/C(=O)O1	11	-8	.	.	i	-0.1	-0.6	11	.	5
O=C(NCCc1ccccc1)C(c1ccncc1)N(C(=O)c1csnn1)C1CC1 (centres undefined)	10	-4	-2	-3	i	-0.4	-0.7	-1	-3	-16
COc1ccc(CN(C)C(=O)c2cccc(NS(=O)(=O)c3ccccc3)c2)cc1F	9	-6	17	1	i	-0.7	-2.2	6	1	2
CC(C)NS(=O)(=O)c1ccc(OCC(=O)N2CCCC2)c(Cl)c1	5	-6	-1	-2	i	-0.7	-0.1	-2	2	0
CC(C)(C)C(=O)OCCNc1nc(-c2ccccc2)nc2ccccc12	10	-6	-30	2	i	0.8	36	3	-1	-10
